N370S GC: inhibitors or activators of N370S glucocerebrosidase for Gaucher disease; hit rate 0.092% among 330,000; Potency, µM (highest dose often 59.4 µM), inactives show at the top dose activity change, negative = inhibition, hits mostly inhibitors; N370S GC spleen homogenate, 4MU-glucoside fluorescence;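 further: 0% = full enzyme activity and -100% = no enzyme basal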
FEN1 inhibitor: blocks human flap endonuclease 1; AID 588795; Recombinant FEN1 flap cleavage, fluorescence, 15 min; hit rate 0.35% among 390,000; Potency, µM (doses to about 114 µM), inactives show at the highest dose activity change, negative = inhibition, usual class: inhibitors; further: nearly all actives have a fitted effect of over 65% in size
Target sequence (P39748 whole entry, looked up): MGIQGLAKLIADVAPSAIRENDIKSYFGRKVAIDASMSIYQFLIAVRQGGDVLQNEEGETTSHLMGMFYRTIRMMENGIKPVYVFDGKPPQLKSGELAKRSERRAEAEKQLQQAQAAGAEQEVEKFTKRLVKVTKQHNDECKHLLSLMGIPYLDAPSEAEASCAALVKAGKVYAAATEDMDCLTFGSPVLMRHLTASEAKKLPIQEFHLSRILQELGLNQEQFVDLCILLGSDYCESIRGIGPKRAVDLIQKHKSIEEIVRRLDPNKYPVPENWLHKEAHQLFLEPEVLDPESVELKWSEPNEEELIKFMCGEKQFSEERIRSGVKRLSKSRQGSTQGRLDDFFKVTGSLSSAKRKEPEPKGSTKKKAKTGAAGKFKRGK
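Quantitative HTS format: each compound was titrated, incubated with 10 nM nuclease for 15 min at room temperature, then challenged with flap substrate at 50 nM final. Signal change over 15 min gave concentration–effect curves.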
TDP1 cell CPT: growth inhibition of DT40 Tdp1-/-;hTDP1 cells with camptothecin (screen for TDP1 inhibitors); chicken DT40 Tdp1-/-;hTDP1 cells + 20 nM CPT, ATP luminescence, 48 h; Potency, µM (top dose mostly 46.2 µM), inactives show top-dose activity change, negative = growth inhibition, hits mostly inhibitors; hit rate 12% among 420,000; AID 686979; further: nearly all actives have a fitted effect of over 55% in size
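Chicken DT40 Tdp1-/- cells stably complemented with human TDP1 were seeded at 400 cells/well in medium containing 20 nM camptothecin, exposed to pin-transferred compounds, and grown at 37 °C for at least 48 hr. Viability was read as ATP luminescence.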
The depositor's hits bear a star; ? = inconclusive; nt = not tested or not shown; & = joins results of further samples; [ ] = remark or other dose. The call rests on the fitted dose curve; in most records, active means well fitted curve in the direction sought with a large enough effect; inconclusive means small, poorly fitted or top-dose-only effect, or another doubt; inactive means no such curve, though single readings can be large; an effect the other way counts as inactive or inconclusive. Unless noted, on the % scale 0 is the no-effect control and ±100 the full control effect; potency means the concentration at half of the fitted maximal effect. A portion of the library; rates above refer to the full screens.

SMILES	N370S GC	FEN1 inhibitor	TDP1 cell CPT
COc1ccccc1N1CCN(C(=O)c2cc3cc(C)ccc3[nH]2)CC1	-9%	4%	?
CCC1C(=O)N=C(SCC(=O)Nc2nc3ccccc3s2)NC1=O (stereo unspecified)	5%	-12%	-6%
CCCc1cc(C(=O)Nc2nnc(C)s2)cs1	?	-4%	-14%
CCN(CC)CCOC(=O)c1ccc(NC(=O)c2nn(C)c3c2COc2ccccc2-3)cc1	nt	20%	4.1µM*
Cc1ccc(NC(=O)Cn2c(O)c(N=NS(=O)(=O)c3ccc(C)cc3)c3ccccc32)cc1	15%	-10%	?
Cc1ccc(S(=O)(=O)N2CCN(c3ncnc4ccccc34)CC2)cc1	nt	3%&11%	1.6µM*
CCNC(=O)c1sc(=S)n(CC)c1N	-4%	-2%	-11%
CCC(CO)Oc1cc(NC(=O)c2cccc(C)c2)c2ncn(C(C)C)c2c1 (stereo unspecified)	nt	-3%	?
CC(NC(=O)c1ccccc1OC(F)F)c1ccc(-n2ccnc2)cc1 (stereo unspecified)	-8%	2%	-11%
C=C1CCN([C@H](C(=O)O)C(C)C)S(=O)(=O)c2ccccc21	nt	-6%	3%
N#CCCCSc1nnnn1-c1cccc(Cl)c1	3%	-1%	6%
Cc1ccc(CN2CCN(Cc3c[nH]c4ccccc34)CC2CCO)o1 (stereo unspecified)	-3%	2%	7.3µM*
CCOC(=O)c1c(NC(=O)/C(C#N)=C/c2ccccc2)sc2c1CCC2	nt	-13%	-3%
O=C(O)Cc1csc(Nc2cccc(Cl)c2)n1	1%	-4%	-5%
COCCNC(=O)c1cccc(OC2CCN(Cc3cccc(C(C)=O)c3)CC2)c1	-13%	-1%	-2%
CC1CN(C(=O)c2cccc(S(=O)(=O)N3CCOCC3)c2)CC(C)O1 (stereo unspecified)	7%[2.35 µM]	2%	-4%
O=C(CN1CCCc2ccccc21)N/N=C/c1ccc(F)cc1F	-3%	13%	21µM*
COc1cccc(OCc2nnc(SC)n2C)c1	17%	-13%	-5%
O=C(C1CC1)N1CCc2sccc2C1c1ccc(Cl)cc1 (stereo unspecified)	-2%	-18%	-23%
CC(c1ccccn1)N(CCN(C)C)C(=S)Nc1cccc(F)c1 (stereo unspecified)	11%	-2%	-11%
O=C(c1ccc(Br)o1)N1CCC(Cc2ccccc2)CC1	12%	4%	?
CN(CC(O)COCc1ccc2c(c1)OCO2)C1CCCCC1 (stereo unspecified)	-11%	21%	-10%
O=c1[nH]ncc(N2CCCC2)c1Cl	3%	11%	6%
COc1ccc(NC(=O)CCCn2cc([N+](=O)[O-])cn2)cc1	0%	7%	6%
CSCc1c(C(=O)OCC(=O)NC2CCCCC2)oc2ccccc12	nt	15%	?

Next section; it opens with the two that closed the last part.
SMILES	N370S GC	FEN1 inhibitor	TDP1 cell CPT
COc1ccc(NC(=O)CCCn2cc([N+](=O)[O-])cn2)cc1	0%	7%	6%
CSCc1c(C(=O)OCC(=O)NC2CCCCC2)oc2ccccc12	nt	15%	?
COc1ccc(OC)c(S(=O)(=O)NCCc2csc(-c3cccc(F)c3)n2)c1	nt	-1%	?
O=C(NCCCN1CCN(c2ccccc2F)CC1)C1CCC(=O)N1C1CCCC1 (stereo unspecified)	10%	-6%	1%
COc1ccc(CN(C)C(=O)c2ccc3c(=O)n4c(nc3c2)CCC4)cc1	-16%	-6%	6%
Cc1noc(C)c1S(=O)(=O)N1CCC(C(=O)NC2CCN(Cc3ccccc3)CC2)CC1	2%	2%	?
CCOC(=O)N(NC(=O)C(O)(CC(C)C)CC(C)C)c1ccccc1	10%	3%	?
CCOC(=O)N1CCC(NC(=O)CCC(=O)N2CCOc3ccc(Cl)cc32)CC1	1%	-3%	-24%
O=C(Nc1cccc(O)c1)c1cc(-c2ccccc2Cl)on1	-2%	-10%	-15%
CC(C)N(CCCNC(=O)Cn1c(=O)c2cccn2c2ccc(F)cc21)Cc1ccccc1	?	-15%	0%
Cc1cc(Cl)c(S(=O)(=O)Nc2ccccn2)cc1OCC(N)=O	-1%	-7%	-4%
COC(=O)c1ccc(OS(=O)(=O)c2ccc(NC(C)=O)cc2)cc1	6%	-2%	12µM*
Cc1ccccc1NC(=O)NNC(=O)OC(C)(C)C	1%	-3%	12%
CC(C)CCNc1c(-c2cccs2)nc2ccccn12	-22%	-3%	?
CCN(c1ccc(NC(=O)COC(=O)CCC(=O)c2ccc(F)cc2)cc1)C(C)C	-3%	-2%	6%
Oc1ccc(N2CCN(c3nc(-c4cccs4)nc4ccccc34)CC2)cc1	?	?	?
O=C(Oc1cc2oc(=O)c3c(c2cc1Cl)CCCC3)c1cccs1	?	4%	-13%
Cc1ccccc1C(=O)NC1CCN(CC(=O)Nc2ccc(Br)cc2)CC1	-22%	7%	-22%
CCN1CCN(c2ncc3c(n2)CCN(Cc2ccc(OC(C)C)cc2)C3)CC1	nt	0%	?
O=C(CSc1cn(CC(=O)N2CCCCC2)c2ccccc12)NCc1ccccc1Cl	nt	-3%	23µM*
COc1cccc(/C=c2\s/c(=C/C(=O)c3ccc(C)cc3)[nH]c2=O)c1OC	-13%	-6%	?
COc1ccc(OC)c(S(=O)(=O)N2CCC(C(=O)NCCc3ccccc3)CC2)c1	9%	-13%	?
COC(=O)c1c(-c2cccs2)csc1NC(=O)c1cccnc1	5%[2.35 µM]	-23%	16µM*
Cc1cc(C)c(NC(=O)CN(C)S(=O)(=O)c2ccc3c(c2)n(C)c(=O)c(=O)n3C)c(C)c1	-3%	16%	?
CCOC(=O)c1[nH]c(C)c(CCC(=O)NCc2ccccc2Cl)c1C	nt	10%	?
Cc1ccc(Cn2c(=S)[nH]c3ccccc3c2=O)cc1	4%	-3%	0%
CC1=NN(c2cccc(Cl)c2)C(=O)C12CC(C)=C(C)CS2 (stereo unspecified)	-2%	-6%	?

(further entries)
SMILES	N370S GC	FEN1 inhibitor	TDP1 cell CPT
COc1ccc(CCN(C)CC(O)COc2c(C)ccc(C)c2C)cc1OC (stereo unspecified)	?	14%	?
O=C1NCCN(Cc2ccc(Cl)c(F)c2)C1CC(=O)N1CCc2ccccc2C1 (stereo unspecified)	-2%	-6%	33%[activator]
O=C(CCc1ccccc1)N1CCCN(C(=O)CCc2ccccc2)CC1	7%	-6%	0%
CSc1ccc(CCNC(=O)c2cc(-c3ccccc3)c(N3CCOCC3)s2)cc1	2%	10%	?
c1ccc2sc(NC3=NCN(C4CCCCCC4)CN3)nc2c1	-23%	1%	-64%
Cc1cc(Cl)c(S(=O)(=O)NCC2CCCO2)cc1OCC(=O)NC1CCCCC1 (stereo unspecified)	5%	-2%	3%
Cc1nc(-c2ccccc2)sc1C(=O)O	3%	-2%	6%
CCc1cc(S(=O)(=O)N2CCN(C(=O)c3ccco3)CC2)ccc1OC	-6%	4%	?
COc1cc(NC(=O)CCc2c(C)nc3c(-c4ccc(F)cc4)c(C)nn3c2C)cc(OC)c1OC	nt	9%	5.2µM*
Cc1ccc(S(=O)(=O)NC(C(=O)Oc2ccc3ccc(=O)oc3c2)c2ccccc2)cc1 (stereo unspecified)	?	15%	0%
Cc1ccc(-c2nnc(Nc3cccc(Br)c3)c3ccccc23)cc1S(=O)(=O)NCC1CCCO1 (stereo unspecified)	nt	-12%	?
O=C(COc1cccc2ccccc12)Nc1cc(Cl)ccc1C(=O)O	-8%	-13%	11%
COc1ccc(N2C(=O)CC(N3CCN(S(=O)(=O)c4ccc(Cl)cc4)CC3)C2=O)cc1 (stereo unspecified)	-5%	-5%	1%
Cc1onc(C(=O)Nc2c(C)n(C)n(-c3ccccc3)c2=O)c1[N+](=O)[O-]	?	0%	-25%
Cc1cc(Cl)ccc1NC(=O)CCCN1C(=O)CCC1=O	6%	-16%	8%
Cc1ccc(CSc2cn(CC(=O)N3CCCCCC3)c3ccccc23)cc1	nt	-12%	?
CC[C@]12c3[nH]c4ccc(OC)cc4c3CCN1C(=O)C(CC(=O)NC(C)(C)C)C[C@@H]2C(=O)N1CCN(C(=O)c2ccco2)CC1 (stereo partly specified)	nt	-1%	-3%
CC(SCc1ccc(C(=O)O)o1)c1ccc(C(=O)O)o1 (stereo unspecified)	0%	-16%	-1%
COc1ccccc1N1CCN(C(=O)c2cc3cc(Br)ccc3oc2=O)CC1	2%	-1%	1%
Cc1ccc(-n2nc3c(c2NC(=O)C(C)C)CS(=O)(=O)C3)cc1	-2%	19%	4%
COc1ccc(Cl)cc1NC(=O)COC(=O)CCNC(C)=O	-11%	1%	-5%
CN1CCN(Cn2cc(/C=C/C(=O)c3ccccc3)c3ccccc32)CC1	20%	-1%	-26%
N#C/C(=C\c1cccs1)C(=O)NCc1cccnc1	-11%	-16%	-6%
CCc1ccccc1NC(=S)N1CCCCCC1	1%	25%	?
CCC1=C2CC[C@H]3C(=O)N(CC)C(=O)[C@H]3[C@H]2[C@@]2(Cc3ccccc3)C(=NCc3ccccc3)OC(=O)N2C1=O	-14%&-3%	5%	?

14 entries already listed, ordered by SMILES length, largest number first:
SMILES	N370S GC	FEN1 inhibitor	TDP1 cell CPT
CC[C@]12c3[nH]c4ccc(OC)cc4c3CCN1C(=O)C(CC(=O)NC(C)(C)C)C[C@@H]2C(=O)N1CCN(C(=O)c2ccco2)CC1 (stereo partly specified)	nt	-1%	-3%
CCC1=C2CC[C@H]3C(=O)N(CC)C(=O)[C@H]3[C@H]2[C@@]2(Cc3ccccc3)C(=NCc3ccccc3)OC(=O)N2C1=O	-14%&-3%	5%	?
COc1cc(NC(=O)CCc2c(C)nc3c(-c4ccc(F)cc4)c(C)nn3c2C)cc(OC)c1OC	nt	9%	5.2µM*
Cc1ccc(-c2nnc(Nc3cccc(Br)c3)c3ccccc23)cc1S(=O)(=O)NCC1CCCO1 (stereo unspecified)	nt	-12%	?
COc1ccc(N2C(=O)CC(N3CCN(S(=O)(=O)c4ccc(Cl)cc4)CC3)C2=O)cc1 (stereo unspecified)	-5%	-5%	1%
Cc1onc(C(=O)Nc2c(C)n(C)n(-c3ccccc3)c2=O)c1[N+](=O)[O-]	?	0%	-25%
Cc1cc(Cl)c(S(=O)(=O)NCC2CCCO2)cc1OCC(=O)NC1CCCCC1 (stereo unspecified)	5%	-2%	3%
COc1ccccc1N1CCN(C(=O)c2cc3cc(Br)ccc3oc2=O)CC1	2%	-1%	1%
COc1ccc(CCN(C)CC(O)COc2c(C)ccc(C)c2C)cc1OC (stereo unspecified)	?	14%	?
O=C(CCc1ccccc1)N1CCCN(C(=O)CCc2ccccc2)CC1	7%	-6%	0%
O=C(COc1cccc2ccccc12)Nc1cc(Cl)ccc1C(=O)O	-8%	-13%	11%
COc1ccc(Cl)cc1NC(=O)COC(=O)CCNC(C)=O	-11%	1%	-5%
N#C/C(=C\c1cccs1)C(=O)NCc1cccnc1	-11%	-16%	-6%
CCc1ccccc1NC(=S)N1CCCCCC1	1%	25%	?

(cont.)
SMILES	N370S GC	FEN1 inhibitor	TDP1 cell CPT
CCOc1ccc(N2CC(NC(=O)c3cccs3)CC2=O)cc1 (stereo unspecified)	nt	-3%	-4%
COc1ccc(-n2c(C)cc(C(=O)COC(=O)c3ccc(O)cc3O)c2C)cc1	nt	-25%	8.2µM*
COc1cc(C(=O)Nc2ccccc2C(=O)NCc2cccnc2)cc(OC)c1OC	1%	-6%	1%
O=C(NC(=S)NCC1CCCO1)c1ccccc1F (stereo unspecified)	0%	8%	-10%
CC(NC(=O)c1ccccc1)C(=O)N/N=C/c1cccc([N+](=O)[O-])c1 (stereo unspecified)	-2%	-12%	1%
COc1cccc(OC)c1C(=O)OCC(=O)NC1CCCCCC1	nt	-18%	?
COc1ccc(-n2c(=O)c(-c3cn(C)c4ccccc34)nc3cnc(OC)nc32)cc1	5%	nt	6%
Cc1ccc(S(=O)(=O)N2CCCCC2)cc1NC(=O)c1cccs1	nt	-3%	26µM*
CC(C)(C)OC(=O)N1CCC(C(=O)N[C@@H](Cc2c[nH]c3ccccc23)C(=O)O)CC1	?	-10%	-8%
CCOC(=O)C(CO)NC(=O)C1(NC(C)=O)CCCC1 (stereo unspecified)	nt	11%	18%
CCOC(=O)N1CCN(C(=O)c2ccc3nc4cc(Cl)ccc4c(=O)n3c2)CC1	nt	1%	-27%
Cc1ccc2c(c1)N(CC(=O)NCCc1c[nH]c3ccccc13)C(=O)CO2	1%	2%	-1%
Cc1[nH]c(C)c(S(=O)(=O)N2CCN(c3cccc(Cl)c3)CC2)c1C(=O)N1CCCCC1	-13%	21%	21µM*
CC1CC(C)CN(C(=O)COc2ccc([N+](=O)[O-])cc2Cl)C1 (stereo unspecified)	1%	-11%	?
Cc1ccc(C(=O)C(C(=O)/C=C/c2ccccc2)=C2SCCCS2)cc1	23%	-23%	5.8µM*
CC(OC(=O)c1cccc(S(=O)(=O)N2CCCC2)c1)C(=O)c1ccccc1 (stereo unspecified)	-7%	-10%	4%
COc1cccc(CNC(=O)Cc2ccc(NC(=O)C3=C(C)OCCS3)cc2)c1	-14%	-9%	?
Cc1cc(S(=O)(=O)N2CCC3(CC2)OCCO3)c(C)cc1Cl	4%	-6%	?

High-throughput results (PubChem BioAssay)
